Screening results (PubChem)
BioA inh = inhibitors of Mycobacterium tuberculosis BioA enzyme | 360,000 tested, 0.096% active | purified M. tuberculosis BioA enzyme, plate reader | inhibition, % at 9.99 µM | AID 602481; in the data active = inhibition above about 40%
The depositor's hits bear a star. An excerpt. The share of hits here may be higher or lower than overall.

mol,BioA inh
O=C(N[C@@H]1CC[C@H](CCNS(=O)(=O)Cc2ccccc2)O[C@H]1CO)c1ccccc1F,-1.4
C[C@H](CO)N1C[C@H](C)[C@@H](CN(C)Cc2ccncc2)Oc2cc(C#C[C@@H](C)O)ccc2S1(=O)=O,0.0
C[C@H]1CN([C@@H](C)CO)C(=O)c2ccccc2-c2ccccc2CO[C@@H]1CN(C)CC1CC1,1.0
COCCNC(=O)C[C@@H]1C[C@H]2c3cc(NC(=O)CN(C)C)ccc3O[C@H]2[C@H](CO)O1,-3.0
O=C(N[C@@H]1CC[C@@H](CC(=O)N2CCOCC2)O[C@H]1CO)c1cccc(F)c1,2.1
CC(C)(O)C#Cc1ccc([C@H]2[C@H](CO)N3CCCCN(S(C)(=O)=O)C[C@@H]23)cc1,9.2
Cc1noc(C)c1S(=O)(=O)Nc1ccc2c(c1)C(=O)N([C@@H](C)CO)C[C@H](C)[C@@H](CN(C)C(=O)NC1CCCCC1)OCCCC[C@@H](C)O2,0.1
CO[C@@H]1CN(C)C(=O)c2cc(NS(=O)(=O)CC(F)(F)F)ccc2OC[C@@H](C)N(C(=O)c2ccc3c(c2)OCO3)C[C@@H]1C,2.8
O=C(Nc1ccc2c(c1)[C@@H]1C[C@@H](CC(=O)N3CCOCC3)O[C@@H](CO)[C@@H]1O2)c1ccc2c(c1)OCO2,0.8
C[C@H](CO)N1C[C@H](C)[C@@H](CN(C)S(C)(=O)=O)Oc2ccc(NS(C)(=O)=O)cc2CC1=O,-1.6
Cc1noc(C)c1S(=O)(=O)N(C)C[C@H]1Oc2ccc(NC(=O)Nc3ccc4c(c3)OCO4)cc2CC(=O)N([C@H](C)CO)C[C@H]1C,0.4
CCCNC(=O)[C@@H]1[C@@H](CO)[C@@H]2Cn3c(ccc(-c4cccnc4)c3=O)[C@@H]2N1C(=O)c1ccccc1F,0.2
Cc1ccc(S(=O)(=O)N[C@H]2CC[C@H](CC(=O)N3CCC(Cc4ccccc4)CC3)O[C@H]2CO)cc1,4.4
CO[C@H]1CN(C)C(=O)c2ccc(NC(=O)c3nc4ccccc4s3)cc2OC[C@@H](C)N(Cc2cccnc2)C[C@@H]1C,-1.6
CO[C@H]1CN(C)C(=O)c2cc(NC(=O)c3cc(C)on3)ccc2OC[C@H](C)N(C)C[C@@H]1C,0.5
C[C@@H]1CN([C@@H](C)CO)C(=O)c2cc(NC(=O)Nc3ccc(C(F)(F)F)cc3)ccc2O[C@@H](C)CCCCO[C@H]1CN(C)S(=O)(=O)c1cccs1,-0.4
C[C@@H]1CCCCO[C@H](CN(C)Cc2ccc(C(F)(F)F)cc2)[C@H](C)CN([C@H](C)CO)C(=O)c2cc(NS(C)(=O)=O)ccc2O1,-0.9
O=C(N[C@@H]1CC[C@H](CC(=O)N2CCCCC2)O[C@@H]1CO)c1ccc2c(c1)OCO2,-2.5
CCCC#Cc1cnc2c(c1)C(=O)N([C@@H](C)CO)C[C@@H](C)[C@H](CN(C)C(=O)Nc1ccccc1OC)O2,0.3
COc1cccc(C#Cc2cnc3c(c2)C(=O)N([C@@H](C)CO)C[C@H](C)[C@@H](CN(C)C(=O)C2CC2)O3)c1,-0.4
Cc1ccc(-c2cnc3c(c2)C(=O)N([C@@H](C)CO)C[C@@H](C)[C@H](CN(C)Cc2ccccc2C(=O)O)O3)cc1,-0.3
C[C@H](CO)N1C[C@H](C)[C@H](CN(C)Cc2ccncc2)Oc2c(NC(=O)c3ccc(-c4nccs4)cc3)cccc2C1=O,-7.2
C[C@@H]1CN([C@H](C)CO)C(=O)c2cc(NC(=O)CCC(F)(F)F)ccc2O[C@@H](C)CCCCO[C@H]1CN(C)C(=O)Nc1ccc(F)cc1,0.8
CC(C)NC(=O)N1[C@@H](CO)[C@@H]2c3ccccc3NC[C@@H]21,-7.3
Cc1noc(C)c1S(=O)(=O)N(C)C[C@@H]1Oc2ccc(NC(=O)C3CCCCC3)cc2CC(=O)N([C@@H](C)CO)C[C@H]1C,7.1
CN(C)CC(=O)N1[C@@H]2c3ccc(-c4ccc(F)cc4)c(=O)n3C[C@@H]2[C@@H](CO)[C@@H]1C(=O)NC1CCCC1,0.2
Cc1ccc(S(=O)(=O)NCC[C@@H]2CC[C@@H](NC(=O)c3cccc(F)c3)[C@H](CO)O2)cc1,15.2
C[C@H]1CN([C@@H](C)CO)C(=O)Cc2cc(NS(=O)(=O)c3ccc(F)cc3)ccc2O[C@H]1CN(C)C(=O)Nc1ccc(C(F)(F)F)cc1,0.9
CC(C)NC(=O)Nc1ccc2c(c1)C(=O)N([C@@H](C)CO)C[C@@H](C)[C@@H](CN(C)C(=O)NC(C)C)OCCCC[C@@H](C)O2,-1.4
O=C(C[C@@H]1CC[C@@H](NC(=O)c2ccc3c(c2)OCO3)[C@H](CO)O1)NCc1ccc(Cl)cc1,0.2
COc1cccc(NC(=O)N(C)C[C@@H]2Oc3cc(C#Cc4ccncc4)ccc3S(=O)(=O)N([C@H](C)CO)C[C@H]2C)c1,8.5
C[C@@H]1CN([C@H](C)CO)C(=O)Cc2cc(NS(=O)(=O)c3cn(C)cn3)ccc2O[C@@H]1CN(C)C(=O)Nc1cccc2ccccc12,0.6
O=C(N[C@H]1CC[C@@H](CCn2cc(-c3ccccc3F)nn2)O[C@H]1CO)c1ccc2c(c1)OCO2,23.2
CCC(=O)N(C)C[C@@H]1Oc2cc(-c3ccccc3OC)ccc2S(=O)(=O)N([C@H](C)CO)C[C@@H]1C,8.6
O=C(C[C@@H]1CC[C@H]2[C@@H](COC[C@H](O)CN2Cc2cccc(Cl)c2)O1)N1CCCCC1,4.0
C[C@@H]1CN([C@@H](C)CO)C(=O)Cc2cc(NC(=O)C3CC3)ccc2O[C@@H]1CN(C)CC1CCCCC1,2.9

In a second layout: results already given.
SMILES: C[C@H]1CN([C@@H](C)CO)C(=O)Cc2cc(NS(=O)(=O)c3ccc(F)cc3)ccc2O[C@H]1CN(C)C(=O)Nc1ccc(C(F)(F)F)cc1
  BioA inh: 0.9
SMILES: CC(C)NC(=O)Nc1ccc2c(c1)C(=O)N([C@@H](C)CO)C[C@@H](C)[C@@H](CN(C)C(=O)NC(C)C)OCCCC[C@@H](C)O2
  BioA inh: -1.4
SMILES: O=C(C[C@@H]1CC[C@@H](NC(=O)c2ccc3c(c2)OCO3)[C@H](CO)O1)NCc1ccc(Cl)cc1
  BioA inh: 0.2
SMILES: COc1cccc(NC(=O)N(C)C[C@@H]2Oc3cc(C#Cc4ccncc4)ccc3S(=O)(=O)N([C@H](C)CO)C[C@H]2C)c1
  BioA inh: 8.5

(more compounds)
mol,BioA inh
CN(C)CC(=O)N[C@H]1CC[C@H](CCNC(=O)C2CCC2)O[C@H]1CO,0.3
C/C=C/c1ccc([C@H]2[C@@H](C#N)N(C(=O)Cc3ccccn3)[C@@H]2CO)cc1,-1.6
O=C(C[C@H]1C[C@@H]2c3cc(NC(=O)C4CCOCC4)ccc3O[C@@H]2[C@@H](CO)O1)NCc1ccc(Cl)cc1,-1.0
C[C@@H]1CN([C@H](C)CO)C(=O)c2cc(NC(=O)Nc3ccc4c(c3)OCO4)ccc2O[C@@H](C)CCCCO[C@@H]1CN(C)S(=O)(=O)c1cccs1,-1.5
O=C(CC1CC1)N1[C@@H]2CN(S(=O)(=O)c3ccc(F)cc3)c3ccccc3[C@@H]2[C@@H]1CO,3.8
C[C@@H]1CN([C@H](C)CO)C(=O)Cc2cc(NC(=O)c3ccncc3)ccc2O[C@@H]1CN(C)C(=O)Nc1ccccc1,-5.9
C[C@@H]1CCCCO[C@@H](CN(C)Cc2ccccc2)[C@H](C)CN([C@@H](C)CO)C(=O)c2cc(NS(=O)(=O)c3ccc(Cl)cc3)ccc2O1,3.1
O=C(C[C@H]1C=C[C@H](NC(=O)CCN2CCCCC2)[C@@H](CO)O1)Nc1nccs1,0.3
CCNC(=O)C[C@H]1CC[C@H]2[C@H](COc3ccc(NC(=O)c4ccc(F)cc4)cc3C(=O)N2C)O1,3.3
C[C@H](CO)N1C[C@H](C)[C@@H](CN(C)S(=O)(=O)c2ccc(Cl)cc2)Oc2ccc(NC(=O)Nc3cccc4ccccc34)cc2CC1=O,-3.7
C[C@@H]1CCCCO[C@@H](CN(C)S(=O)(=O)c2cccs2)[C@H](C)CN([C@@H](C)CO)C(=O)c2cc(NS(=O)(=O)c3ccc(Cl)cc3)ccc2O1,-2.6
CS(=O)(=O)Nc1ccc2c(c1)[C@@H]1C[C@H](CC(=O)NC3CCCC3)O[C@@H](CO)[C@@H]1O2,0.2
CCCN1[C@@H]2c3ccc(-c4ccncc4)c(=O)n3C[C@H]1[C@H](CO)[C@H]2C(=O)NCC1CC1,0.3
C[C@H](CO)N1C[C@H](C)[C@H](CN(C)C)Oc2ncc(-c3cccc(C(=O)N(C)C)c3)cc2C1=O,0.4
CCCNC(=O)N1C[C@H](O)COC[C@H]2O[C@@H](CC(=O)NCc3ccc(Cl)c(Cl)c3)CC[C@@H]21,-1.0
C[C@@H]1CN([C@@H](C)CO)S(=O)(=O)c2ccc(-c3ccncc3)cc2O[C@H]1CN(C)S(=O)(=O)c1ccccc1F,2.9
O=C(CCN1CCCCC1)NCC[C@H]1CC[C@H](NC(=O)C2CCC2)[C@@H](CO)O1,0.6
C[C@@H]1CN([C@H](C)CO)C(=O)c2cc(NC(=O)c3ccncc3)ccc2O[C@@H]1CN(C)Cc1ccc(C(=O)Nc2ccccc2N)cc1,4.7
C[C@H](CO)N1C[C@H](C)[C@H](CN(C)C(=O)Nc2ccc(C(F)(F)F)cc2)Oc2ccc(NC(=O)Cn3cnnn3)cc2C1=O,-1.7
C[C@@H]1CN([C@H](C)CO)C(=O)c2cc(NC(=O)Cc3ccccc3)ccc2O[C@@H]1CN(C)C(=O)Nc1ccc(C(F)(F)F)cc1,1.3
CCCC(=O)Nc1ccc2c(c1)C(=O)N(C)[C@@H]1CC[C@H](CC(=O)NCc3ccccc3F)O[C@H]1CO2,4.8
C[C@@H]1CN([C@H](C)CO)C(=O)c2cc(Br)cnc2O[C@@H]1CN(C)C(=O)C1CCCCC1,-0.4
C[C@H](CO)N1C[C@H](C)[C@H](CN(C)Cc2ccncc2)Oc2ccc(NC(=O)c3ccncc3)cc2CC1=O,-0.9
C[C@@H]1CN([C@H](C)CO)S(=O)(=O)c2ccc(C3=CCCC3)cc2O[C@H]1CN(C)C(=O)c1ccccc1,1.2
O=C(N[C@H]1CC[C@@H](CCNS(=O)(=O)c2ccc(F)cc2)O[C@H]1CO)C1CCOCC1,1.9
CNC[C@H]1Oc2cc(C#Cc3ccc(OC)cc3)ccc2S(=O)(=O)N([C@@H](C)CO)C[C@@H]1C,-3.7
Cc1noc(C)c1NC(=O)N(C)C[C@H]1Oc2ccc(NC(=O)CCCN(C)C)cc2CC(=O)N([C@@H](C)CO)C[C@@H]1C,-0.6
CCCC(=O)Nc1ccc2c(c1)C(=O)N(C)C[C@H](OC)[C@@H](C)CN(C(=O)c1cccnc1)[C@H](C)CO2,-0.4
COc1ccc(CN(C)C[C@@H]2OCCCC[C@@H](C)Oc3ccc(NS(=O)(=O)c4c(C)noc4C)cc3C(=O)N([C@@H](C)CO)C[C@H]2C)cc1,-3.2
COc1ccccc1-c1ccc2n(c1=O)C[C@@H]1[C@@H](CO)[C@H](C(=O)NCc3ccccc3Cl)N[C@H]21,-1.5
CC=Cc1ccc2n(c1=O)C[C@H]1[C@H](CO)[C@@H](C(=O)NCC3CC3)N(Cc3ccccc3)[C@@H]21 (mixture of isomers),0.8
O=C(Nc1ccc2c(c1)[C@@H]1C[C@@H](CC(=O)N3CCOCC3)O[C@H](CO)[C@@H]1O2)C1CCOCC1,-0.9
Cc1ccc(S(=O)(=O)Nc2ccc3c(c2)C(=O)N([C@@H](C)CO)C[C@@H](C)[C@@H](CN(C)S(=O)(=O)c2ccccc2)O3)cc1,-0.4
CC=Cc1ccc2n(c1=O)C[C@H]1[C@H](CO)[C@@H](C(=O)NC3CCC3)N(CC)[C@@H]21 (mixture of isomers),-0.8
O=C(C[C@H]1C=C[C@@H](NC(=O)Nc2cc(F)ccc2F)[C@@H](CO)O1)NCc1ccncn1,3.7
COC(=O)[C@H]1[C@H](CO)[C@H]2Cn3c(ccc(C4=CCCC4)c3=O)[C@H]2N1C(=O)C1CC1,-1.4
C[C@@H]1CCCCO[C@@H](CN(C)Cc2ccc(Cl)c(Cl)c2)[C@@H](C)CN([C@H](C)CO)C(=O)c2cc(NS(C)(=O)=O)ccc2O1,0.9
C[C@@H]1CN([C@@H](C)CO)C(=O)c2cccc(NC(=O)Nc3ccccc3)c2O[C@@H]1CN(C)Cc1ccc(Cl)c(Cl)c1,2.2
COc1ccc(S(=O)(=O)N(C)C[C@@H]2Oc3cc(C#CC4CC4)ccc3S(=O)(=O)N([C@@H](C)CO)C[C@@H]2C)cc1,0.4
C[C@@H]1CN([C@H](C)CO)C(=O)Cc2cc(NS(=O)(=O)c3ccccc3)ccc2O[C@@H]1CN(C)S(C)(=O)=O,0.6
C[C@H](CO)N1C[C@H](C)[C@@H](CN(C)CC2CC2)OCCCC[C@H](C)Oc2ccc(NC(=O)Nc3ccc4c(c3)OCO4)cc2C1=O,0.5
COCC#Cc1cnc2c(c1)C(=O)N([C@H](C)CO)C[C@H](C)[C@H](CN(C)C(=O)c1ccc3c(c1)OCO3)O2,-1.9

2 entries from above, field by field:
COc1ccc(S(=O)(=O)N(C)C[C@@H]2Oc3cc(C#CC4CC4)ccc3S(=O)(=O)N([C@@H](C)CO)C[C@@H]2C)cc1
  BioA inh: 0.4

C[C@@H]1CN([C@@H](C)CO)C(=O)c2cccc(NC(=O)Nc3ccccc3)c2O[C@@H]1CN(C)Cc1ccc(Cl)c(Cl)c1
  BioA inh: 2.2
